Screening data from PubChem.
AT treatment: qHTS Assay for Identifying a Potential Treatment of Ataxia-Telangiectasia | […] A-T fibroblasts, KAP-1 phosphorylation AlphaLISA; neocarzinostatin DNA damage 30 min before lysis | Potency, µM (series often up to 57.5 µM), without a hit: at the top dose activation, hits mostly activators | 0.19% of 320,000 active | AID 485349, 2010; further: potency means the concentration at half of the fitted maximal effect; % of control where 0% means no effect; nearly all actives have a fitted effect of over 45% in size
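hTERT-immortalized A-T patient fibroblasts ([…]), 500 cells/well in OPTI-MEM, 1% FBS, got compounds for 60 min, then NCS for 30 min at 37C. Lysates were then assayed for phospho-KAP-1 by AlphaLISA (anti-pKAP1 donor, anti-KAP1 acceptor beads), 6 hr at 25C.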
MBNL1 CUG block: qHTS Assay for Inhibitors of MBNL1-poly(CUG) RNA binding; AID 2675, 2010; 0.036% of 280,000 active; Potency, µM (top dose mostly 57.5 µM), for the others: at the highest dose activity change, negative = inhibition, most hits filed as inhibitors; Muscleblind-like protein 1 (Homo sapiens), Q9NR56; TR-FRET MBNL1-His/biotin-(CUG)12 binding, 665/545 ratio; active means well fitted inhibition curve with a large enough effect in the signal ratio, with a control signal flat, not every such curve was filed as active; inconclusive means small, poorly fitted or top-dose-only effect, or effect the other way, or a change in a side signal; inactive means no such curve, though single readings can be large or run the other way; the % refers to the signal ratio; further: potency means the concentration at half of the fitted maximal effect; on the % scale 0 is the no-effect control and ±100 the full control effect
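Compound titration spanned 92 nM–58 uM against the MBNL1-His/biotin-(CUG)12 complex. After 60 min at room temperature with 5 nM streptavidin-XL665 and 0.055 ng/ul terbium anti-His, ratiometric 665/545 nm emission (Ex 340 nm) normalized to controls.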
S-ASM inh: Inhibitors of Secretory Acid Sphingomyelinase (S-ASM): qHTS; placental ASM, HMU-PC fluorogenic substrate, 60 min; 0.006% of 340,000 active; Potency, µM (top dose mostly 57.5 µM), inactives show at the highest dose activity change, negative = inhibition, hits mostly inhibitors; further: potency means the concentration at half of the fitted maximal effect
Target sequence (P17405 47-631 limits assumed): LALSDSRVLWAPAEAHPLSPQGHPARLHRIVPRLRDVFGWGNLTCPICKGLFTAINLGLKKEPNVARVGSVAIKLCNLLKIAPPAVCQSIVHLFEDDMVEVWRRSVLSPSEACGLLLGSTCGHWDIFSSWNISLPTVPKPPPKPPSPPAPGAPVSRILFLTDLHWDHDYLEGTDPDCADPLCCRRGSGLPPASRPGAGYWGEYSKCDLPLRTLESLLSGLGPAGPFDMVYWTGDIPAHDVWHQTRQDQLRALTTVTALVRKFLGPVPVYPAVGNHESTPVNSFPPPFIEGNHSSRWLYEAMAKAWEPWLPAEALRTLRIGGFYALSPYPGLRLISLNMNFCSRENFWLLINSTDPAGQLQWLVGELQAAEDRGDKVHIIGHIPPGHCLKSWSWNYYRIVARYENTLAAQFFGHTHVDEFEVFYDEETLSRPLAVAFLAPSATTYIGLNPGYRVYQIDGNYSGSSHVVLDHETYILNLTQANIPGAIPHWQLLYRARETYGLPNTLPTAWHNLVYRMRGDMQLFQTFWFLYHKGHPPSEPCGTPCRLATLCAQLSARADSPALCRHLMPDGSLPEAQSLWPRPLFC
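Human placenta-derived ASM preincubated with compound 10 min at room temperature, then reacted with 9 uM (final) fluorogenic HMU-PC substrate for 60 min at 37 C. Stop solution raises pH to 10; fluorescence read at Ex 386/Em 447 nm.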
Integrin act MD: qHTS for Activators of Integrin-Mediated Alleviation for Muscular Dystrophy. alpha7betagal myoblasts, beta-gal FDG fluorescence, 48 h. Potency, µM (doses to about 38.3 µM), inactives show at the highest dose activation, most hits filed as activators. 0.064% of 350,000 active;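 further: potency means the concentration at half of the fitted maximal effect; 100% = response of the positive control SU9516; nearly all actives have a fitted effect of over 60% in size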
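Alpha7betagal+/- myoblasts (passage 13) were plated 16-24 hr, then exposed to compounds (1:260 dilution of DMSO stock) for 48 hours at 37C. After MPER lysis, β-galactosidase reporter activity was read as FDG fluorescence (ex 480/em 540) after 30 minutes.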
TRPV1 agonist: HTS Assay for Compounds that Act as Agonists of the Vanilloid Receptor 1. activation, % at 8.33 µM. 0.19% of 320,000 active. TRPV1-expressing cells, Fluo-8 calcium influx, agonist mode. Transient receptor potential cation channel subfamily V member 1 (Homo sapiens), Q8NER1; in the data active means activation above about 80%; inconclusive means between about 30% and that limit; further: 0% is about no effect
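TRPV1-expressing cells were cultured overnight at 35.5C and loaded with Fluo-8 calcium dye for 40 to 90 min at room temperature. After a 10 s baseline, compound was added and calcium influx was read kinetically for 3 min (ex 480/em 520 nm).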
hERG WT inh: qHTS for Inhibitors of KCHN2 3.1: Wildtype qHTS; U2OS, BacMam KCNH2, thallium flux FluxOr; hits give low values; 0.37% of 340,000 active; activity change, % at 1.84 µM; Voltage-gated inwardly rectifying potassium channel KCNH2 (Homo sapiens), Q12809;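 active means maximum activity change below -70%; inconclusive means maximum activity change between -70% and -50%; inactive means maximum activity change above -50%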; further: on the % scale 0 is the no-effect control and ±100 the full control effect
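U2OS cells transduced with wild-type KCNH2 virus are loaded with FluxOr dye for 45 min, and thallium flux is measured in kinetic reads before and after stimulation buffer. Rate constants are normalized to DMSO controls.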
GALK inh: qHTS Assay for Inhibitors of Human Galactokinase (GALK); Potency, µM (series often up to 57.5 µM), for the others: top-dose activity change, negative = inhibition, usual class: inhibitors; Purified GALK, Kinase-Glo residual ATP luminescence; 0.007% of 270,000 active; further: potency means the concentration at half of the fitted maximal effect; on the % scale 0 is the no-effect control and ±100 the full control effect
Target sequence (P51570 whole entry, looked up): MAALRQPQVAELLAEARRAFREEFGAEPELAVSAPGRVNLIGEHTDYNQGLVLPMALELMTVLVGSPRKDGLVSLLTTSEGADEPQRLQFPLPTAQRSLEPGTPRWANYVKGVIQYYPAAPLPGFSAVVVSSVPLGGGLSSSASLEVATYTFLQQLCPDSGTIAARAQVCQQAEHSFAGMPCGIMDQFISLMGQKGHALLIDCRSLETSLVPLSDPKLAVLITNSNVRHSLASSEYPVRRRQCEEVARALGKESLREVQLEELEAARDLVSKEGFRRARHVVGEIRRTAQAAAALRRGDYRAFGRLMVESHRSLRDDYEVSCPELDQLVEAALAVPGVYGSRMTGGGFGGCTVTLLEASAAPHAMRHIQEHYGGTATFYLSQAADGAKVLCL
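Galactose (100 uM) and ATP (35 uM) were turned over by 5 nM GALK for 1 h at RT. Kinase-Glo Plus then converted the remaining ATP into a luminescent signal.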
FBPA coupling cs: qHTS Assay for Inhibitors of Fructose-1,6-bisphosphate Aldolase from Giardia Lamblia: Coupling assay counterscreen; coupling enzyme system counterscreen, AmpLite Red fluorescence; activity change, negative = inhibition, % at 58.2 µM, hits read low; 0.67% of 290,000 active; in the data active means activity change below about -30%; further: on the % scale 0 is the no-effect control and ±100 the full control effect
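Counterscreen of the coupled detection system alone, without aldolase: glyceraldehyde-3-phosphate coupling enzymes plus AmpLite Red readout. Compounds at 57.5 uM final, 10 min RT preincubation, 20 min RT reaction, fluorescence 525/598 nm.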
CXXC DNA block: qHTS Fluorescence Polarization Assay for Inhibitors of MLL CXXC domain - DNA interaction; 0.037% of 290,000 active; Histone-lysine N-methyltransferase 2A (Homo sapiens), Q03164; Potency, µM (titrated, usually from 115 µM), without a hit: at the top dose activity change, negative = inhibition, usual class: inhibitors; MLL-CXXC / FITC-HOXA9 DNA fluorescence polarization; AID 2662, 2010; active means well fitted inhibition curve with a large enough effect in the polarisation, with a control signal flat, not every such curve was filed as active; inconclusive means small, poorly fitted or top-dose-only effect, or effect the other way, or a change in a side signal; inactive means no such curve, though single readings can be large or run the other way; the % refers to the polarisation; further: potency means the concentration at half of the fitted maximal effect
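Fluorescence polarization: 7 uM MLL-CXXC (stock) preincubated 5 min with compounds, then 50 nM fluorescein-HOX-A9 DNA (stock) added; 30 min ambient. Buffer 50 mM Tris-HCl pH 7.5, 50 mM NaCl, 1 mM DTT, 0.05% BSA.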
KCNH2 3.1 block: qHTS for Inhibitors of KCHN2 3.1: Mutant qHTS; activity change, % (tested at about 1.8 µM); AID 720553, 2013; Potassium voltage-gated channel subfamily H member 2, brain isoform KCNH2 3.1 (human); U2OS KCNH2 3.1, thallium flux FluxOr; hits give low values; 0.95% of 340,000 active;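 active means maximum activity change below -70%; inconclusive means maximum activity change from -70% to -50%; inactive means maximum activity change above -50%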;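 further: thallium influx rate constant from kinetic fluorescence after stimulation buffer; on the % scale 0 is the no-effect control and ±100 the full control effect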
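Virally transduced U2OS (3.1 isoform, 4 h infection in dark at RT) → overnight 37 C → FluxOr + Red40 in HBSS/HEPES, 45 min → stimulation buffer, 2 min kinetic read → rate constant vs DMSO controls.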
The depositor's hits bear a star; u = inconclusive; x = not tested or not shown; [ ] = dose if it differs, or a comment. Unless noted, the call rests on the fitted dose curve; in most records, active means well fitted curve in the direction sought with a large enough effect; inconclusive means small, poorly fitted or top-dose-only effect, or another doubt; inactive means no such curve, though single readings can be large; an effect the other way counts as inactive or inconclusive.

SMILES | AT treatment | MBNL1 CUG block | S-ASM inh | Integrin act MD | TRPV1 agonist | hERG WT inh | GALK inh | FBPA coupling cs | CXXC DNA block | KCNH2 3.1 block
CN(C)C(=S)Nc1ccc(Br)cc1Cl | 3% | x | 2% | u | x | -10 | -3% | -3 | 1% | -1
COc1cc(/C=N/Nc2ccc(Cl)nn2)cc(OC)c1O | -1% | u | -5% | -18% | 2 | -4 | -3% | 2 | 11% | 16
O=S(=O)(NCC1CCCO1)c1cnc(Cl)c(Cl)c1 (configuration not stated) | 6% | -13% | 1% | -30% | -7 | 2 | 0% | -1 | 14% | 4
Cc1ccc(C(=O)Oc2ccccc2N2C(=O)C3CCCCC3C2=O)cc1 (configuration not stated) | 3% | -3% | 0% | -28% | 18 | 3 | -1% | 1 | 31%[activator] | 10
COc1ccccc1OCC(=O)Nc1ccc(NC(=O)COc2ccccc2OC)cc1 | 7% | 14% | 3% | -11% | 1 | -8 | 5% | x | -8% | 5
CC(=O)c1cccc(NC2c3ccccc3C(=O)N2Cc2ccco2)c1 (configuration not stated) | 1% | -8% | 1% | -39% | 5 | -6 | -2% | 5 | 0% | 0
COCc1nnc(NC(=O)CC(c2ccccc2)c2ccccc2)s1 | 1% | -8% | 0% | -14% | -3 | 2 | x | 2 | 8% | -3
COc1ccccc1C(=O)NCCC(=O)NCC1CCCO1 (configuration not stated) | 4% | x | -2% | 10% | -2 | -6 | x | x | x | 2
Cc1ccc(N(Cc2ccccc2)C(=O)c2ccc(F)cc2)cc1 | -1% | -9% | -3% | -48%[inhibitor] | 7 | -24 | -1% | x | 3% | -3
c1ccc(-n2c(-c3ccco3)nnc2N2CCOCC2)cc1 | -5% | 10% | 0% | 27% | 1 | 4 | 3% | 3 | 4% | 5
Cc1ccccc1N=C1Nc2ccccc2N[C@]12C[C@H]1CCC(=O)N3CC[C@@H](C2)[C@@H]13 | x | x | 4% | 10% | x | 4 | x | x | x | -14
Cc1ccc(C)c(OCc2cc(C(=O)NC(c3ccccn3)C(F)(F)F)no2)c1 (configuration not stated) | x | x | 4% | -5% | x | 9 | x | x | x | -7
Cc1cc(C(=O)Nc2ccccc2)c(C)o1 | -7% | -9% | 4% | -11% | 11 | 13 | 2% | 1 | 15% | 9
CCOC(=O)CNC(=O)CSc1ncccc1-c1nc2ccccc2[nH]1 | -3% | 6% | 5% | -30% | -2 | -20 | -5% | 0 | 26% | 9
c1ccc2c(c1)nc(NCCN1CCOCC1)c1nncn12 | -5% | -9% | -2% | -11% | 0 | 5 | 0% | 3 | 25% | 6
O=C(Nc1cccc(F)c1)c1c(O)c2cccc3c2n(c1=O)CCC3 | 6% | -10% | x | x | 2 | x | -1% | 0 | -19% | x
O=C(NC12CC3CC(CC(C3)C1)C2)N1CCC(n2nnc3ccccc32)CC1 | 4% | -11% | 0% | -5% | 18 | 1 | 6% | 0 | 1% | -3
Cc1ccc(CN(CC(=O)N/N=C/c2ccccc2[N+](=O)[O-])S(=O)(=O)c2ccc(C)cc2)cc1 | -4% | 13% | -9% | 5% | 4 | 19 | -3% | -13 | 10% | 16
CCCC12CN(C(=O)c3ccco3)CC(CCC)(CN(C(=O)c3ccco3)C1)C2=O | 4% | -8% | 0% | 0% | 8 | 3 | 9% | 0 | 3% | 5
CCc1ccnc(NC(=O)NS(=O)(=O)c2ccc(C)cc2)c1 | 44% | -1% | 1% | 25% | -1 | 4 | x | 1 | -2% | -3
CC(C)CC(C(=O)NC(C)(C)C)N(Cc1cccs1)C(=O)c1snc(C(N)=O)c1N (configuration not stated) | -2% | 8% | 183%[activator] | -15% | 8 | 12 | 1% | -1 | -3% | 4
COc1cccc(C2NC(=O)c3ccccc3O2)c1OC (configuration not stated) | 12% | -11% | -14% | -8% | -4 | 4 | 0% | -3 | -19% | 14
Cc1nc(SCc2cccc(F)c2)[nH]c(=O)c1C#N | -3% | -9% | 2% | 17% | -3 | 0 | -1% | 13 | -4% | -3
COc1ccc(C(=O)CSc2nnc(-c3ccccn3)n2Cc2ccco2)cc1 | -4% | 14% | -1% | -10% | 4 | 6 | 2% | -3 | 6% | 2
O=C(CSc1ccccc1)Nc1ccc(-c2nc3ccccc3[nH]2)cc1 | -11% | 37%[activator] | -6% | -25% | 16 | 0 | 0% | 3 | 18% | -1
CC(C)CCN(C(=O)COc1ccc(C#N)cc1)c1c(N)n(Cc2ccccc2)c(=O)[nH]c1=O | 1% | 0% | x | x | 2 | x | -1% | 2 | -3% | x
COc1ccc(CCNC(=O)COC(=O)c2ccc(Br)o2)cc1OC | -5% | 6% | 4% | 5% | -1 | -2 | -1% | 3 | 4% | 3
O=C(NC(=O)c1ccc(Cl)cc1)Nc1ccc(-c2cnco2)cc1 | -3% | -4% | x | x | 5 | x | 0% | 3 | 2% | x
COCC1CCN(C(=O)C2CCC(=O)N(Cc3ccc(Cl)cc3)C2)CC1 (configuration not stated) | -1% | 0% | 3% | -12% | 0 | -2 | 4% | x | 2% | 14
O=C(NCC(=O)N(c1ccc2c(c1)OCO2)C(C(=O)NC1CCCC1)c1cccs1)c1ccco1 (configuration not stated) | 6% | -5% | 4% | -6% | -2 | 4 | 8% | 3 | 19% | -10
COc1ccc(/C=C2\SC(=S)N(Cc3cccnc3)C2=O)cc1C | -2% | -5% | -8% | -17% | 13 | 8 | 0% | 1 | 5% | -31
Cc1ccc(Nc2nc(Oc3ccc(=O)[nH]n3)nc(N(C)C)n2)cc1 | x | 0% | -2% | -20% | -2 | 0 | -2% | -1 | 0% | -2
O=C(Nc1ccc2c(c1)nc1n2CCOC1)c1ccccc1 | 7% | -1% | -1% | 15% | 0 | -1 | 8% | -1 | 2% | -2
CCCCOc1ccc(C(=O)NCC(=O)N2CC(C)OC(C)C2)cc1 (configuration not stated) | 6% | x | -2% | -5% | 3 | -5 | x | x | x | -2
N=C1CCCN1CC(=O)c1ccc(Cl)cc1 | 1% | 6% | 1% | 22% | 3 | -2 | 1% | 1 | 2% | -24
CCOc1ccc(NC(=O)CN2C(=O)NC3(CCCCCC3)C2=O)cc1 | -6% | x | 1% | -22% | x | -10 | x | x | x | -6
O=C(NCC(c1ccco1)N1CCc2ccccc21)c1ccccc1Br (configuration not stated) | 0% | x | -1% | -21% | 9 | 7 | x | x | x | 0
COc1ccc2c(c1)C(c1ccccc1)=NNC(c1ccco1)=N2 | 10% | -2% | -4% | -10% | -1 | -8 | 4% | -3 | 2% | -12
CSc1ccc(CNc2ccccn2)cc1 | -4% | 9% | 3% | 6% | 9 | -7 | 0% | 0 | -2% | -1
O=C(COC(=O)C1CCN(c2ccc(C(F)(F)F)cn2)CC1)c1cccc(Br)c1 | -7% | x | -10% | 11% | -2 | 0 | x | x | x | -19
NS(=O)(=O)c1cccc(NC(=O)COC(=O)Cc2ccc(S(=O)(=O)N3CCOCC3)s2)c1 | x | x | 1% | -1% | x | 2 | x | x | x | 1
Cc1cccc(C(=O)NNC(=O)c2c(O)c3ccccc3n(C)c2=O)c1 | -8% | -4% | -20% | 1% | 1 | 0 | 7% | 0 | -4% | -8
CC(C)C(=O)c1cc2c(cc1NC(=O)Nc1cccc3ccccc13)OCCO2 | 1% | -14% | x | x | -1 | x | 0% | 0 | 0% | x
COc1ccc(C(=O)CN2CCN(c3ncccn3)CC2)cc1 | -4% | -6% | 2% | -18% | 1 | 2 | -1% | 0 | 4% | 1

A stretch from the list above, as a working copy:
SMILES | AT treatment | MBNL1 CUG block | S-ASM inh | Integrin act MD | TRPV1 agonist | hERG WT inh | GALK inh | FBPA coupling cs | CXXC DNA block | KCNH2 3.1 block
Cc1cccc(C(=O)NNC(=O)c2c(O)c3ccccc3n(C)c2=O)c1 | -8% | -4% | -20% | 1% | 1 | 0 | 7% | 0 | -4% | -8
CC(C)C(=O)c1cc2c(cc1NC(=O)Nc1cccc3ccccc13)OCCO2 | 1% | -14% | x | x | -1 | x | 0% | 0 | 0% | x
COc1ccc(C(=O)CN2CCN(c3ncccn3)CC2)cc1 | -4% | -6% | 2% | -18% | 1 | 2 | -1% | 0 | 4% | 1
